Bioassay records (PubChem)
Anesthetic bind: binds horse apoferritin like a general anesthetic; 350,000 compounds, 0.074% hits; apoferritin/1-aminoanthracene competitive binding, fluorescence; Potency, µM (doses to about 77.5 µM), without a hit: at the highest dose activity change, negative = displacement, actives largely listed as inhibitors; also: potency is read from the fitted curve at half-maximal effect; % is scaled to controls: 0 for no effect and ±100 for the full control effect; nearly all actives have a fitted effect of over 20% in size
Target sequence (P02791 2-175 limits assumed): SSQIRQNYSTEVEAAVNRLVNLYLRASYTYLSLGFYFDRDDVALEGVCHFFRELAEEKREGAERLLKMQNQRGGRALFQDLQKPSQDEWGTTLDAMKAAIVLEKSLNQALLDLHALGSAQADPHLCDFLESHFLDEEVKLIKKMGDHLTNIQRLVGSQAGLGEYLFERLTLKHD
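Horse-spleen apoferritin (10 uM) in 50% saturated 1-aminoanthracene in PBS was incubated 10 min at room temperature with compound. Fluorescence (ex 380, em 535 nm) was normalized to free and bound 1-AMA, with concentration-response fitted by a four-parameter Hill equation.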
D1 PAM: enhances dopamine response at the human D1 receptor; P21728; potentiation, % at 10 µM; 360,000 compounds, 0.036% hits; HEK293 TREx D1 cells, calcium flux, dopamine EC20 potentiation; AID 504651; in the data active = potentiation above about 30%; also: 0% is about no effect
TRHR PAM: allosteric enhancers of human TRH receptor. AID 493056. enhancement, % at 2 µM. 360,000 compounds, 0.66% hits. P34981. TRHR cells, fluo-8 calcium fluorescence, EC20 TRH enhancement; in the data active = enhancement above about 30%; also: 0% is about no effect
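TRHR-expressing cells loaded with fluo-8 calcium dye were read kinetically (ex 480/em 530) during compound addition, then stimulated with an EC20 of TRH (10 nM final). Enhancement of the Gq-mediated intracellular calcium response was scored.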
D1 ag: agonists of human D1 dopamine receptor | HEK293 T-REx D1 cells, calcium flux, agonist mode | activation, % at 2 µM | 360,000 compounds, 1% hits | AID 504660; in the data active = activation above about 30%; also: 0% is about no effect
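Inducible HEK293 T-REx D1 cells, force-coupled to calcium signalling, were plated at 4000 cells/well with tetracycline and held overnight at 30 C. After no-wash calcium dye loading, compound-evoked calcium rise over 180 s flagged agonists.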
D1 antag: human D1 dopamine receptor antagonism; HEK293 TREx D1 cells, calcium flux, dopamine EC80; active compounds read low; activity change, negative = inhibition, % at 10 µM; 360,000 compounds, 3.2% hits; in the data active = activity change below about -30%; also: % is scaled to controls: 0 for no effect and ±100 for the full control effect
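Allosteric or orthosteric antagonism assessed as attenuation of the calcium response to EC80 dopamine, added 180 s after compound, in induced HEK293 Trex D1 cells loaded with no-wash calcium dye.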
D2 potentiator: positively modulates the human D2 dopamine receptor allosterically. P14416. HEK293 T-REx D2, calcium flux, EC20 dopamine potentiation. potentiation, % at 10 µM. 340,000 compounds, 0.34% hits. AID 485347;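 active = potentiation over 3 SD above the plate norm, cut at about 30% in these data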; also: 0% is about no effect
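Potentiation of an EC20 dopamine calcium response is measured in a force-coupled, tetracycline-inducible Hek293 Trex D2 line. Compound-only kinetic reads over 180 s flag agonists before dopamine addition.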
RXFP1 antagonist: blocks the human relaxin receptor RXFP1. Q9HBX9. HEK293-RXFP1, relaxin-stimulated cAMP HTRF, 30 min; active compounds read low. activity change, negative = inhibition, % at 57.5 µM. 350,000 compounds, 0.59% hits. AID 1259400;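 active = activity change of -60% or lower, but not beyond a set lower limit; inconclusive = change between -60% and -40%, or beyond the set limit; inactive = change above -40%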; also: % is scaled to controls: 0 for no effect and ±100 for the full control effect
Target sequence (Q9HBX9 whole entry, looked up): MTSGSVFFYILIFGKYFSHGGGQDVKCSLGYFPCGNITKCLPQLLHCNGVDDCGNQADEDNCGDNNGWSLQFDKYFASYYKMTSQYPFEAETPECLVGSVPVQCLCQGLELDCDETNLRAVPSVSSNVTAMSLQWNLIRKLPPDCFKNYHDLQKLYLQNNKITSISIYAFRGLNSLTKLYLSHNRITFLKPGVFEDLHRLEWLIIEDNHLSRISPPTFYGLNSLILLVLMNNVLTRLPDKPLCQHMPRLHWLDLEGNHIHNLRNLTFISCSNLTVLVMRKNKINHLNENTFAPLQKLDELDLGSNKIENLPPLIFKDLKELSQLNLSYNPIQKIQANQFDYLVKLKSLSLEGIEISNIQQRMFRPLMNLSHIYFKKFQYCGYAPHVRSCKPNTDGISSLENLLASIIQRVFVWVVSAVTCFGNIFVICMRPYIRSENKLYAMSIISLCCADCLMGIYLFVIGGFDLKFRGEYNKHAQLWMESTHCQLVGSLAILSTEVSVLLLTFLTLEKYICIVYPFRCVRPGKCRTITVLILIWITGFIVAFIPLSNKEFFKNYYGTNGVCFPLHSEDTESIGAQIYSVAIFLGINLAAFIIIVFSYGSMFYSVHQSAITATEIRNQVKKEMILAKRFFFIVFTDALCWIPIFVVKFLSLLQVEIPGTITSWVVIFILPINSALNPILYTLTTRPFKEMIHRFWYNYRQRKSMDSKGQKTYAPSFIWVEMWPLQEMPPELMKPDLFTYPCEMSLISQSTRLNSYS
RXFP1 agonist: activates the human relaxin receptor RXFP1; AID 2676; Potency, µM (doses to about 57.5 µM), without a hit: at the highest dose activation, usual class: activators; HEK293T-RXFP1 cAMP TR-FRET, 30 min; response scale: percent of porcine relaxin response, buffer zero; 370,000 compounds, 0.3% hits; also: potency is read from the fitted curve at half-maximal effect; % is scaled to controls: 0 for no effect and ±100 for the full control effect; nearly all actives have a fitted effect of over 60% in size; many of its hits are not listed in these tables
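cAMP rise read by TR-FRET after 30 min, 37C compound exposure (up to 58 uM) in RXFP1-transfected HEK293 cells with Ro 20174 present. EC50 from Hill-equation fits, with 29 nM porcine relaxin as 100% and buffer as basal.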
TRHR agonist: agonists of human TRH receptor; TRHR cells, calcium flux fluo-8, FDSS agonist mode; AID 493084; activation, % at 2 µM; 360,000 compounds, 0.18% hits; in the data active = activation above about 30%; also: 0% is about no effect
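Read-out: compound-evoked intracellular calcium rise in TRHR cells, fluo-8 dye, kinetic FDSS fluorescence at 1 s/cycle following a 10-cycle baseline. Cells cultured overnight before dye loading (30 min–1.5 h, RT).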
Active calls of the source: *; ? = inconclusive; . = not tested or not shown; & = joins results of further samples; [ ] = another dose, or the depositor's remark. Unless noted, calls follow the shape of the dose curve; as a rule, active = well fitted curve in the direction sought with a large enough effect; inconclusive = small, poorly fitted or top-dose-only effect, or another doubt; inactive = no such curve, though single readings can be large; an effect the other way counts as inactive or inconclusive.

SMILES	Anesthetic bind	D1 PAM	TRHR PAM	D1 ag	D1 antag	D2 potentiator	RXFP1 antagonist	RXFP1 agonist	TRHR agonist
COc1cccc(-c2nnc(NC(=O)Cc3cccs3)s2)c1	2%	-3	-4	6	2	21	-20	?	-2.3
O=S(=O)(c1ccccc1F)N1CCc2ccccc2C1	-8%	-1	-5	5	-18	-5	-2	-1.4%	-0.2
COc1ccc(CCNC(=O)CSc2nc3ccccc3c3nc(CCN4CCCCC4)nn23)cc1OC	-8%	-7	24	0	-25	-6	7	2.8%	0.0
COc1cc(C(=O)OCC(=O)Nc2ccc3c(c2)OC(F)(F)O3)ccc1OCc1c(C)noc1C	1%	-4	-6	3	5	-7	7	1.8%	0.7
O=C(CCCn1c(=S)[nH]c2ccccc2c1=O)NC1CCCC1	-7%	1	17	0	18	7	?	1.8%	-0.2
COc1cc(NC(=O)c2ccc(COCC(F)(F)F)cc2)cc(OC)c1OC	-14%	-7	10	0	-8	-1	12	-3.3%	0.0
Cc1ccc(Cl)cc1NC(=O)CCS(=O)(=O)c1ccc2c(c1)n(C)c(=O)c(=O)n2C	-6%	0	24	2	-35*	-18	-1&6	29%	-1.2
CCC(=O)N1N=C(c2ccc(C)o2)CC1c1ccc(Br)cc1 (stereo unspecified)	1%	2	0	-1	-2	11	-1	-0.8%	-1.6
CCOC(=O)C1CCN(S(=O)(=O)c2c(C)n(C)c(=O)n(C)c2=O)CC1	3%	-6	2	1	6	-3	10	1.2%	0.2
CC1(Cc2cn(CCC#N)c3ccccc23)OCCO1	-14%	7	1	3	5	-2	12	2.1%	-0.2
CN(C)CCNC(=O)c1nn(C)c2c1CCc1ccccc1-2	0%	-10	4	-1	2	-19	-2	0.8%	0.3
COc1cc(C=O)c(Br)cc1OCC(=O)NCCc1ccccc1	-23%	-2	0	-1	.	-2	3	12%	0.0
COc1ccc(NC(C)=O)cc1NC(=O)CSc1nnc(-c2cccnc2)n1C	-8%	-5	-4	3	6	-1	0	4.2%	0.2
CCOC(=O)c1cnc2c(C(=O)OC)cccc2c1NCc1cccnc1	-7%	-3	6	2	0	3	3	26%	-0.9
CC(=O)N/C(=C\c1ccccc1)C(=O)OCC(=O)Nc1cc(S(=O)(=O)N(C)C)ccc1Cl	.	-6	11	5	0	-1	-15	-1.0%	0.1
CCOC(=O)Cn1c(Br)nc2c1c(=O)[nH]c(=O)n2C	-1%	-9	2	-1	-6	9	-15	-3.8%	0.0
c1ccc(-c2csc(N3CCOCC3)n2)cc1	?	0	1	-2	1	3	-3	-2.7%	-0.5
Cc1ccc(CN2CCSc3ccc(C(=O)Nc4ccc(Cl)cc4)cc32)cc1	225%[activator]	-1	0	2	-3	-12	-5	5.2%	0.2
O=C(c1ccco1)N1CCN(CCOCCOc2cccc3ccccc23)CC1	-12%	2	7	1	-53*	-18	-2	-0.2%	-0.2
COc1ccccc1NC(=O)Cn1nnc2sc3c(c2c1=O)CC(C)(C)OC3	2%	-1	-2	1	-12	-9	2	2.5%	0.1
C/C(CC(=O)Nc1ccc2ccccc2c1)=N\NC(=O)c1cnccn1	-13%	3	3	1	3	-2	-7	0.1%	0.3
O=C(COC(=O)c1cnccn1)Nc1ccc(Cl)cc1C(F)(F)F	.	2	1	0	-2	-3	-5	2.2%	0.0
Cc1ccccc1OCCc1c(C)[nH]c(=S)[nH]c1=O	-9%	-2	2	3	-18	2	?	0.8%	-0.1
Cc1ccc2occ(/C=N/NC(=O)[C@@H](N)Cc3ccccc3)c(=O)c2c1	-11%	-2	-9	3	-12	-11	-7	-0.7%	-0.1
O=C(Cn1c(=O)oc2ccccc21)Nc1ccc(Br)cc1	-13%	-6	5	6	-28	6	-1	2.4%	0.3
CCCOC(=O)C1=C(C)NC2=C(C(=O)CC(C)(C)C2)C1c1ccc(N(C)C)cc1 (stereo unspecified)	?	-6	4	4	-11	5	-3	2.0%	-0.2
COc1ccc(S(=O)(=O)N2CCOC2CNC(=O)C(=O)NCCN2CCOCC2)cc1C (stereo unspecified)	-6%	-1	-1	2	0	3	0	1.5%	-0.3
CCCCNCCCCOc1ccccc1	7%	-3	-2	-1	-4	.	18	0.0%	2.8
O=C(Cc1ccc(F)cc1)N1CCC(CC2CC(c3ccc(Cl)cc3)=NO2)(C(=O)NCC2CCCCC2)CC1 (stereo unspecified)	?	-4	-4	4	8	-10	.	2.4%	0.1
CCC(=O)N1CCCc2cc(S(=O)(=O)CCC(=O)Nc3ccccc3C)ccc21	-1%	4	-5	2	3	12	0	-1.3%	-1.0

Three of the entries above in order of the RXFP1 antagonist value, largest number first.
Structure	D1 PAM	TRHR PAM	D1 ag	D1 antag	D2 potentiator	RXFP1 antagonist	RXFP1 agonist	TRHR agonist
CCCCNCCCCOc1ccccc1	-3	-2	-1	-4	.	18	0.0%	2.8
COc1ccc(S(=O)(=O)N2CCOC2CNC(=O)C(=O)NCCN2CCOCC2)cc1C (stereo unspecified)	-1	-1	2	0	3	0	1.5%	-0.3
O=C(Cn1c(=O)oc2ccccc21)Nc1ccc(Br)cc1	-6	5	6	-28	6	-1	2.4%	0.3

Carrying on.
SMILES	Anesthetic bind	D1 PAM	TRHR PAM	D1 ag	D1 antag	D2 potentiator	RXFP1 antagonist	RXFP1 agonist	TRHR agonist
CC(=O)Nc1ccc(NC(=O)c2c(C)nc3ccccn23)cc1	-7%	-4	6	1	0	-11	-9	0.1%	2.0
NS(=O)(=O)c1ccc(CNC(=O)C23CC4CC(CC(C4)C2)C3)cc1	?	-2	6	7	-1	11	3	-0.8%	-0.4
COC(=O)C1=CNC=C(C(=O)OC)C1c1ccccc1Cl	369%[activator]	0	-4	0	5	-1	8	3.4%	-0.3
CC1=C(C(=O)OC2CCCC2)C(c2coc3ccc(C)cc3c2=O)C2=C(CCCC2=O)N1 (stereo unspecified)	-7%	-1	-8	1	2	3	4	7.9%	0.0
Cc1ccc(CC2CC(=O)N(c3cc(C)ccc3C)C2=O)cc1 (stereo unspecified)	-9%	-2	-1	8	2	12	-5	-0.9%	-0.3
CN(Cc1cccnc1)C(=O)c1ccc(Cl)c(NS(=O)(=O)c2ccc(F)cc2)c1	.	6	0	3	-1	-5	1	-0.4%	-0.2
COc1cc(C(=O)CSc2nccn2C)cc(OC)c1OC	-5%	-1	-3	5	-5	25	11	0.5%	0.4
COc1ccccc1NC(=O)Nc1ccc(Cc2ccncc2)cc1	-5%	-7	2	-1	.	0	-3	4.2%	0.0
NS(=O)(=O)c1ccc(NS(=O)(=O)c2ccc(Br)cc2)cc1	-5%	-3	16	5	0	5	5	0.1%	0.6
COc1cc(C2CC(=O)c3c([nH]c(C(=O)OCC4CCCCC4)c3C)C2)cc(OC)c1OC (stereo unspecified)	-13%	2	11	2	-1	16	12	0.3%	2.5
COc1cccc(-n2c(SCc3ccccn3)nc3c(c2=O)SCC3)c1	-10%	-14	5	2	-10	7	11	3.3%	2.3
CC(=O)Nc1ccc(S(=O)(=O)N2CCN(Cc3ccncc3)CC2)cc1	1%	1	1	0	3	6	2	1.6%	0.8
COc1ccc(/C(CC2OC(=O)c3ccccc32)=N\NC(N)=O)cc1 (stereo unspecified)	-5%	0	0	2	-7	-1	-19	-0.8%	-0.2
OCCCn1c(CCCNc2nc(-c3cccc(Br)c3)cs2)nc2cc(Cl)c(N3CCCCC3)cc21	2%	-4	8	0	2	-8	.	0.8%	0.3
O=C(Nc1cccc(-c2csc(Nc3cccc(C(F)(F)F)c3)n2)c1)c1ccccc1	-4%	-5	-8	0	-23	-5	.	0.8%	0.0
Cc1cccc(C(=O)N(Cc2ccc(C)o2)C2CCS(=O)(=O)C2)c1 (stereo unspecified)	-8%	-2	1	0	-6	-9	1	1.6%	-0.1
O=S(=O)(NCC1CCCO1)c1ccc(S(=O)(=O)N(Cc2ccccn2)C2CC2)cc1 (stereo unspecified)	-9%	-6	-1	5	-5	6	-6	2.3%	-0.7
FC(F)(F)Oc1ccc(-c2cn3cccnc3n2)cc1	11%	2	2	5	-5	0	-5	3.9%	-0.6
CCOC(=O)c1nn(-c2cccc(Cl)c2)c2nc(Nc3ccccc3)cc(=O)n12	-3%	0	10	6	4	1	-19	1.2%	1.1
COCCn1c(=S)[nH]c2cc(C(=O)N3CC(C)CC(C)C3)ccc2c1=O (stereo unspecified)	-8%	2	-4	5	-8	-5	8	-2.7%	-0.1
CN(Cc1ccccc1)C(=O)CCC(=O)N(C)Cc1ccccc1	-13%	-7	-1	1	-17	13	6	-0.2%	0.3
O=C(NCc1ccc(F)cc1)c1cc2c(s1)CCCC2	?	-5	-1	-3	-6	-22	-17	-0.2%	-0.9
CSCc1cc(N2CCOCC2)nc(SCc2ccc(Cl)c(Cl)c2)n1	-11%	-3	3	6	6	.	21	-0.2%	1.7
COC1(OC)N=C(N)C2(C#N)C(c3cccc(Oc4ccccc4)c3)C12C#N (stereo unspecified)	-23%	2	-2	4	-6	13	-21	0.4%	0.6
Cn1nc(CC(=O)NC2CCCCCCCCCCC2)c2ccccc2c1=O	-12%	-6	-8	2	-5	-3	1	2.5%	0.3
O=C(CSc1ccc(Cl)cc1)N/N=C/c1cccnc1	?	2	0	8	-4	17	2	-2.0%	0.2
Nc1nc(SCc2ccc(Br)cc2)[nH]c(=O)c1-c1ccccc1	-13%	2	-6	1	-11	9	18	0.1%	-1.3
COc1ccc(-c2cc3nc(C)cc(-c4ccc(OC)cc4)n3n2)cc1	-8%	-2	12	3	-15	14	2	6.0%	0.5
Cc1cccc(-c2nnc(SCC(=O)C(C)(C)C)n2C)c1	7%	4	2	2	10	0	0	0.9%	0.3
COc1ccc(/C(N)=N/OC(=O)CCc2ccccc2)cc1OC	-4%	-5	-6	-1	-31*	2	-25	0.5%	-1.0
COc1ccc2cc(/C=N/NC(=O)CN(c3ccccc3C)S(=O)(=O)c3ccccc3)c(Cl)nc2c1	122%[activator]	2	-4	3	4	0	-1	4.6%	0.4

An excerpt. The share of hits here may be higher or lower than overall.
